# Tau fibril ThT: blocks human tau fibril formation measured by thioflavin T. recombinant tau K18 P301L, heparin-induced fibrillization, ThT fluorescence. 270,000 compounds, 2.1% hits. P10636. AID 1460. Potency, µM (titrated, usually from 57.4 µM), for inactives: at the top dose activity, negative = inhibition, actives largely listed as inhibitors; also: nearly all actives have a fitted effect of over 55% in size
# Target sequence (P10636 561-689 P618L limits assumed): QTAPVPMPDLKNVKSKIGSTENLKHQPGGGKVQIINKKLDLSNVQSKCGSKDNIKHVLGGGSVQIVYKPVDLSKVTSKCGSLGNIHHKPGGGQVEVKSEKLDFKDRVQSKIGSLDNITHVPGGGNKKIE
#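 Recombinant human tau K18 fragment […] carrying P301L, 15 uM unlabeled plus 0.24 uM Alexa 594-labeled, was fibrillized with 20 uM heparin in 100 mM sodium acetate pH 7 for 6 hr at 37 C; 30 uM ThT fluorescence read after 1 hr.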
# Tau fibril FP: inhibitors of human tau fibril formation; P10636; K18 P301L tau heparin fibrillization, Alexa594 FP, 6 h; Potency, µM (titrated, usually from 57.7 µM), for inactives: top-dose activity, negative = inhibition, actives largely listed as inhibitors; 280,000 compounds, 0.39% hits; AID 1468; also: nearly all actives have a fitted effect of over 55% in size
#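 Recombinant K18 P301L […], labeled with Alexa 594 at 0.24 uM over 15 uM unlabeled; heparin inducer 20 uM final; 37 C, 6 hr; FP endpoint.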
# Tau fluor cs: counter-screen for tau fibril formation inhibitors; tau K18 P301L (four-repeat tau fragment) Alexa594 fluorescence, heparin fibrillization; Potency, µM (series often up to 57.7 µM), inactives show at the highest dose activity change, negative = decrease; 280,000 compounds, 0.93% hits; AID 1463; also: nearly all actives have a fitted effect of over 55% in size
#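 Human K18 P301L tau (15 uM unlabeled plus 0.24 uM Alexa 594-labeled, final) in 100 mM sodium acetate pH 7 was mixed with compound and 20 uM heparin and incubated 6 hr at 37 C.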
# Active calls of the source: *; ? = inconclusive. Calls follow the shape of the dose curve; as a rule, active = well fitted curve in the direction sought with a large enough effect; inconclusive = small, poorly fitted or top-dose-only effect, or another doubt; inactive = no such curve, though single readings can be large; an effect the other way counts as inactive or inconclusive. % is scaled to controls: 0 for no effect and ±100 for the full control effect; potency is read from the fitted curve at half-maximal effect. Not all compounds are listed. The share of hits here may be higher or lower than overall.
mol	Tau fibril ThT	Tau fibril FP	Tau fluor cs
COc1ccc(Cc2nc3ccc(C(=O)NCCc4ccc(OC)c(OC)c4)cc3o2)cc1	?	2%	-20%
Cc1cccc(Cn2cc3c(=O)n(CC(=O)Nc4cccc(C)c4C)nc-3c3cc(F)ccc32)c1	?	12%	-5%
CCOC(=O)c1[nH]c(C)c(CCC(=O)NCc2ccc(CC)cc2)c1C	-8%	-5%	-7%
CC1=C(c2ccc(C(C)C)cc2)S(=O)(=O)NC1=NCc1ccccc1C	11%	-2%	10%
CCCNC(=O)C1CCC(Cn2c(=O)c3sccc3n(CC(=O)Nc3ccccc3C)c2=O)CC1 (stereo not drawn)	6%	-15%	1%
O=C(OCC1CCCO1)c1ccc2c(c1)N(Cc1ccccc1)C(=O)c1ccccc1S2(=O)=O (stereo not drawn)	6%	8%	-16%
CCc1ccc(-c2nn(CC(=O)NC3CCCC3)c3c2cnc2ccc(F)cc23)cc1	-5%	-6%	-5%
CCOC(=O)c1c(C)[nH]c(C)c1S(=O)(=O)N1CCC(C(=O)N2CCN(c3cccc(C)c3)C(C)C2)CC1 (stereo not drawn)	-5%	11%	-6%
O=C(c1ccc(Cl)cc1)N1CCC(c2nc3ccccc3o2)CC1	-4%	8%	-7%
CCc1ccc(S(=O)(=O)c2nnn3c2nc(Nc2ccc(C)c(Cl)c2)c2sccc23)cc1	17%	?	-29%
Cn1cc(-c2cc3n(n2)CCC(=O)N3CC(=O)NCc2ccc(Cl)cc2)c2ccccc21	-4%	11%	-19%
CCOC(=O)C1CCN(C(=O)c2c(C)nn(-c3ccc(F)cc3)c2-n2cccc2)CC1	1%	5%	0%
CC1CCN(C(=O)Cn2c(SCC(=O)Nc3ccc(F)cc3)nc3ccccc32)CC1	8%	0%	-2%
O=C(Nc1cccc2c1CCCC2)N1CCOc2ccc(Cl)cc21	-2%	0%	-11%
COc1ccc(OC(C)c2nc3ccccc3[nH]2)cc1 (stereo not drawn)	-11%	4%	-7%

# Arranged by molar mass (descending): six of the compounds above
mol	Tau fibril ThT	Tau fibril FP	Tau fluor cs
CCOC(=O)c1c(C)[nH]c(C)c1S(=O)(=O)N1CCC(C(=O)N2CCN(c3cccc(C)c3)C(C)C2)CC1 (stereo not drawn)	-5%	11%	-6%
COc1ccc(Cc2nc3ccc(C(=O)NCCc4ccc(OC)c(OC)c4)cc3o2)cc1	?	2%	-20%
CCc1ccc(-c2nn(CC(=O)NC3CCCC3)c3c2cnc2ccc(F)cc23)cc1	-5%	-6%	-5%
CC1=C(c2ccc(C(C)C)cc2)S(=O)(=O)NC1=NCc1ccccc1C	11%	-2%	10%
CCOC(=O)c1[nH]c(C)c(CCC(=O)NCc2ccc(CC)cc2)c1C	-8%	-5%	-7%
COc1ccc(OC(C)c2nc3ccccc3[nH]2)cc1 (stereo not drawn)	-11%	4%	-7%

# Next compounds follow.
mol	Tau fibril ThT	Tau fibril FP	Tau fluor cs
CCCCCCc1cc2cc(-c3cn4c(n3)sc3cc(OC)ccc34)c(=O)oc2cc1O	?	?	?
CCOc1ccc(-c2cc3c(=O)n(CC(=O)NCc4ccc(OC)cc4)ccn3n2)cc1	-3%	-1%	15%
Cn1c(-n2cccc2)c(-c2c(-c3ccccc3)[nH]c3c2c(=O)n(C)c(=O)n3C)c(=O)n(C)c1=O	-11%	-3%	-12%
Cc1ccc(OCC(=O)Nc2ccc(Cl)c(-c3nc4ccccc4[nH]3)c2)cc1C	-5%	?	?
O=c1c(S(=O)(=O)c2ccccc2)cn(Cc2ccc(F)cc2)c2cc(N3CCCC3)c(F)cc12	7%	1%	9%
CSc1ncc2c(n1)-c1ccccc1N(Cc1ccccc1C)S2(=O)=O	11%	-13%	-14%
O=C(NCCc1csc(-c2cccc(F)c2)n1)c1ccccc1C(F)(F)F	-4%	1%	-14%
Cn1nnc2c(N3CCN(c4ccccc4)CC3)ncnc21	?	3%	-2%
O=C(Nc1nnc(N2CCCCCC2)s1)Nc1cc(F)ccc1F	1%	3%	-1%
CCCc1cnc2c(c1SCc1cccc(C)c1)c(=O)n(C)c(=O)n2C	?	-5%	-15%
CC1(C)CC(=O)c2cc(C(=O)Nc3ccccc3Cl)c(=O)n(-c3ccc(Cl)cc3)c2C1	-1%	-3%	-3%
Cc1c(C(=O)N2CCCCCC2)c(S(=O)(=O)NCc2ccccc2)c(C)n1C	-2%	3%	0%
COc1cc(NC(=O)CSc2nc3nc(C)c(Cc4ccccc4)c(C)n3n2)cc(OC)c1OC	-17%	?	-29%
Cc1ccccc1NC(=O)CSC1=Nc2ccccc2C2=NC(Cc3ccccc3)C(=O)N12 (stereo not drawn)	-2%	-2%	-5%
Cc1nn(-c2ccc3nncn3n2)c(C)c1CCC(=O)Nc1ccc(OC(F)(F)F)cc1	?	-5%	-13%
CN1C(=O)c2ccccc2Sc2ccc(NC(=O)Cc3ccc(Cl)cc3)cc21	5%	?	?
NS(=O)(=O)c1ccc(CCNC(=O)c2ccc3nc(CCc4ccccc4)oc3c2)cc1	-1%	-10%	-10%
CCc1ccc(C2C(C(=O)Nc3ccccc3C)=C(C)Nc3nc(SCc4cccc(OC)c4)nn32)cc1 (stereo not drawn)	2%	?	3%
Cc1ccc(Cn2c(CN3CCC(C(=O)NCc4ccccc4C)CC3)cc3ccccc32)cc1	-18%	-5%	-17%
Cc1csc2nc(COC(=O)c3ccccc3NC(=O)c3ccc(C(C)(C)C)cc3)cc(=O)n12	3%	3%	-2%
COc1ccc(-c2cn3c(n2)sc2cc(C(=O)Nc4ccc(F)cc4)ccc23)cc1	-14%	3%	-13%
CCOc1ccc(-c2nc(CNC(=O)NC3CCCCC3)c(C)o2)cc1	0%	4%	2%
COc1cc(CNCCCSc2nnnn2C)cc(Br)c1OC	-4%	2%	-5%
CCn1cc(S(=O)(=O)c2ccc(OC)cc2)c(=O)c2cc(F)c(N3CCCCCC3)cc21	-8%	-1%	-14%
COc1cccc(NC(=O)CN2C(=O)C3(SCC(=O)N3c3cc(C)cc(C)c3)c3ccccc32)c1 (stereo not drawn)	9%	?	?
COc1cc(CNC(=O)c2ccc3nc(CCc4ccccc4)oc3c2)cc(OC)c1OC	?	1%	-11%
COc1cccc(CNc2nccn(-c3ccc(OC)c(OC)c3)c2=O)c1	-12%	-10%	-21%
CCN(CC)CCNC(=O)C1CCN(c2nn3cc(-c4ccc(F)cc4)nc3s2)CC1	-14%	8%	-11%
Cc1cccc(CS(=O)(=O)Cc2ccc(C(=O)NCc3ccccc3)o2)c1	-13%	-2%	-10%
CCOC(=O)c1c(S(=O)(=O)N2CCC(C(=O)Nc3ccc(F)cc3F)CC2)c(C)n(C)c1C	-1%	-5%	-14%
CC(=O)c1ccc(NC(=O)CCc2c(C)nn(-c3ccc4nnc(C)n4n3)c2C)cc1	-6%	-6%	-8%
CC(C)Nc1nc2c(S(=O)(=O)c3cccc(Cl)c3)nnn2c2ccsc12	11%	?	-1%
Cc1ccc(-n2c(SCC(=O)c3ccccc3)nc3c([nH]c4ccccc43)c2=O)cc1	11%	?	-1%
CCc1ccc(S(=O)(=O)Nc2cccc(-c3ccc(N4CCC(C)CC4)nn3)c2)s1	8%	-4%	-10%
Cc1c(Cl)cccc1NC(=O)c1oc2ccc(S(=O)(=O)N3CCCCCC3)cc2c1C	-1%	1%	-7%
COc1ccc(C)cc1NS(=O)(=O)c1c(C(=O)N2CCCCCC2)c(C)n(C)c1C	-2%	-3%	-14%
Cc1cc(C)cc(NC(=O)Cn2c(C)cc(C)c(C#N)c2=O)c1	10%	5%	11%
Cc1ccc(CSc2cn(CC(=O)N3CCCC3)c3ccccc23)cc1	?	-8%	-28%
Cc1cc(Cl)ccc1NC(=O)c1cc2ccccn2n1	?	2%	-15%
COc1ccc(CCNC(=O)Cn2ccc3cc(S(=O)(=O)N4CCCCC4)ccc32)cc1OC	-8%	8%	-27%
Fc1ccc(NCc2cccn2-c2nnc(N3CCOCC3)s2)cc1	-15%	-1%	-26%
CC(C)(C)c1ccc(C(=O)NNc2ncnc3c2cnn3-c2ccc(Cl)cc2)cc1	7%	-5%	-4%
Cc1cccc(N2CCN(S(=O)(=O)c3ccc(F)c(C(=O)Nc4ccc(C(C)C)cc4)c3)CC2)c1C	-5%	?	-10%
Cc1cccc(CNC(=O)c2ccc(-c3nc(CS(=O)(=O)c4ccccc4)c(C)o3)cc2)c1	20%	-7%	8%
COc1ccc(-c2onc(C)c2C)cc1S(=O)(=O)Nc1cc(Cl)ccc1C	9%	-7%	-10%
CCOc1ccc(NS(=O)(=O)c2ccc(NC(=O)N3CCCC3)cc2)cc1	2%	-8%	-5%
COc1ccc(NC(=O)C(=O)NCC(c2ccc3c(c2)OCO3)N2CCN(C)CC2)cc1 (stereo not drawn)	0%	3%	0%
CCn1cc(S(=O)(=O)c2cc(C)cc(C)c2)c(=O)c2cc(F)c(N3CCCCC3)cc21	-12%	-10%	-5%
Cc1ccc(NC(=O)c2cnc(SCC(=O)N3CCOCC3)n(C)c2=O)cc1C	?	-6%	1%
CCOc1ccc(CNS(=O)(=O)c2ccc3c(c2)CCCN3C(C)=O)cc1	-1%	-3%	1%
Cc1ccc2ccc3cc(C(=O)N4CCN(c5ccccc5F)CC4)nc3c2[nH]1	-17%	-2%	-7%
CN(C)S(=O)(=O)Nc1ccc(-c2cn3ccsc3n2)cc1	-11%	0%	-6%
CCc1ccc(NC(=O)C(=O)NCCc2sc(-c3ccc(C)cc3)nc2C)cc1	?	-6%	-8%
CCOC(=O)c1sc2ccccc2c1S(=O)(=O)N1CCN(c2cccc(C)c2C)CC1	3%	-8%	-6%
COc1cccc(CNCc2c(C(=O)O)n(Cc3ccc(C)cc3)c3cc(C)ccc23)c1OC	-7%	5%	-4%
CCCCN(C)C(=O)c1ccc2c(c1)N(Cc1cccc(Cl)c1)C(=O)c1ccccc1S2=O (stereo not drawn)	-5%	3%	-3%
COc1ccc(OC)c(-c2noc(N3CCN(c4cccc(C)c4C)CC3)n2)c1	-18%	-3%	-14%
COc1ccc(Cl)cc1NC(=O)c1ccc(CN2C(=O)CCn3nc(C)cc32)cc1	3%	5%	-10%
COc1cccc(-n2c(=O)c3c(C)c(C(=O)N(C)C)sc3n(Cc3cccc(C)c3)c2=O)c1	-11%	-6%	-14%
CCn1c(SCc2ccccc2F)nc(=O)c2c(C(=O)OC)cc(C3CC3)nc21	?	-15%	-6%

# New compounds follow.
mol	Tau fibril ThT	Tau fibril FP	Tau fluor cs
Cc1cccc(C(=O)Nc2c(C(=O)N3CCN(c4ccc(F)cc4)CC3)oc3ccccc23)c1	-9%	1%	-25%
CCn1ccc2cc(S(=O)(=O)N3CCCN(C(=O)Nc4ccccc4C(F)(F)F)CC3)ccc21	3%	8%	-5%
Cc1ccc(-c2onc(C)c2C)cc1S(=O)(=O)NC1CCCCC1	-9%	4%	-21%
COc1cccc(NC(=O)CSC2=Nc3ccccc3C3=NC(CCC(=O)NC4CCCCC4)C(=O)N23)c1 (stereo not drawn)	7%	-4%	-6%
Cc1ccc(N(C)C(=O)CCS(=O)(=O)c2cc3c(cc2Cl)NC(=O)CO3)cc1	?	-7%	?
COc1ccc(C(=O)Nc2nnc(S(=O)(=O)N3CCOCC3)s2)cc1	?	-8%	-29%
Cc1ccc(-n2ncc3c(N4CCC(Cc5ccccc5)CC4)ncnc32)cc1	?	-6%	-12%
Cc1c(C(=O)Nc2ccccc2)sc2nc(-c3cc4ccccc4oc3=O)[nH]c(=O)c12	4%	-4%	2%
CCOc1ccccc1CNC(=O)CCn1ccc2cc(S(=O)(=O)N3CCC(C)CC3)ccc21	1%	3%	-16%
O=C(NC1CC(=O)N(c2ccc(Cl)cc2)C1)c1ccc(S(=O)(=O)N2CCCC2)cc1 (stereo not drawn)	3%	-5%	-7%
Cc1ccc(NC(=O)N2CCC(CN3CCCCCC3)CC2)c(Cl)c1	?	-6%	-9%
CCOc1cc(-c2ccc(OC(=O)c3ccccc3)c(OC)c2)cc(=O)c2c(C)oc(C)c12	?	-2%	-13%
O=C(Nc1ccccc1C(=O)OCc1cc(=O)n2nc(C3CC3)sc2n1)c1ccc(Cl)cc1	2%	11%	-1%
CCOc1ccc(NC(=O)c2nnn(-c3ccc(F)c(Cl)c3)c2C)cc1	-8%	14%	-24%
CCN(CC)CCNC(=O)c1c(C)oc2ncnc(N3CCOCC3)c12	-4%	-5%	-6%
CC(C)c1cc(-c2nc(-c3cccc(Cl)c3)no2)n[nH]1	-22%	0%	?
COc1ccc(N2CC(NC(=O)/C=C\c3ccccc3)CC2=O)cc1OC (stereo not drawn)	-7%	-11%	-11%
